Bioassay records from PubChem.
TEAD-YAP block: TEAD-YAP interaction inhibition; inhibition, % at 9.12 µM; HEK-TIYL cells, TEAD-Gal4/YAP UAS-luciferase luminescence; actives 1.4% (n = 640,000); in the data active = inhibition above about 32%;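 note: 0% = median of test compound wells and 100% = reference inhibitor wells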
MITF primary: inhibitors of human MITF; AlphaScreen MITF homodimerization, bead proximity signal; inhibition, % at 2.6 µM; actives 0.91% (n = 650,000); AID 1259374; in the data active = inhibition above about 50%;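 note: 0% = vehicle wells with protein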
FBW7 act: human FBW7 E3 ligase activation, primary screen; Q969H0; AlphaScreen FBW7–phospho-cyclin E peptide binding, activator screen; normalized activity (activation), % at 26.1 µM; actives 0.13% (n = 650,000); AID 1259310; in the data active = normalized activity above about 1.9%;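 note: purified mutant Fbw7 with reduced substrate affinity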
Target sequence (Q969H0 whole entry, looked up): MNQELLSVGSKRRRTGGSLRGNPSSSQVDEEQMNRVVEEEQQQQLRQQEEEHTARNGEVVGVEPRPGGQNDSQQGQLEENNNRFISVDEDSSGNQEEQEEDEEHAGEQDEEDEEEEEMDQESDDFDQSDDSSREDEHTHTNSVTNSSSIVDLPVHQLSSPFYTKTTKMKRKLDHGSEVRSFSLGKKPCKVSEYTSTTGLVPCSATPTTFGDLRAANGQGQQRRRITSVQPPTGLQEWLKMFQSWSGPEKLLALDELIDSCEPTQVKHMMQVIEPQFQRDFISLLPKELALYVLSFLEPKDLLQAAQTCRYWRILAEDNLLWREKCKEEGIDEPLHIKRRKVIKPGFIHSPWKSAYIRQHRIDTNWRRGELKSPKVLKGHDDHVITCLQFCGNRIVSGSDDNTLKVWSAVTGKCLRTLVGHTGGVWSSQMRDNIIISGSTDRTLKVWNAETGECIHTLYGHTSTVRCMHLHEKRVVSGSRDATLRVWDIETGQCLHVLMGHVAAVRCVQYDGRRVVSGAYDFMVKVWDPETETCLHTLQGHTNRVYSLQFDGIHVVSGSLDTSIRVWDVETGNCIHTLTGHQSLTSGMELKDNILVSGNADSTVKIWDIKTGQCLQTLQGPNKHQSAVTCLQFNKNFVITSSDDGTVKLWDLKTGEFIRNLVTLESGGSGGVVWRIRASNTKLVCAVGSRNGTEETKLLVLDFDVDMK
GPR151 activ: human GPR151 activation. Q8TDV0. activation, % at 11.2 µM. AID 1508602. actives 1% (n = 650,000). PathHunter beta-arrestin GPR151 cells, luminescence; in the data active = activation above about 4.9%;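 note: 0% = median of compound wells and 100% = cells with positive control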
Target sequence (Q8TDV0 whole entry, looked up): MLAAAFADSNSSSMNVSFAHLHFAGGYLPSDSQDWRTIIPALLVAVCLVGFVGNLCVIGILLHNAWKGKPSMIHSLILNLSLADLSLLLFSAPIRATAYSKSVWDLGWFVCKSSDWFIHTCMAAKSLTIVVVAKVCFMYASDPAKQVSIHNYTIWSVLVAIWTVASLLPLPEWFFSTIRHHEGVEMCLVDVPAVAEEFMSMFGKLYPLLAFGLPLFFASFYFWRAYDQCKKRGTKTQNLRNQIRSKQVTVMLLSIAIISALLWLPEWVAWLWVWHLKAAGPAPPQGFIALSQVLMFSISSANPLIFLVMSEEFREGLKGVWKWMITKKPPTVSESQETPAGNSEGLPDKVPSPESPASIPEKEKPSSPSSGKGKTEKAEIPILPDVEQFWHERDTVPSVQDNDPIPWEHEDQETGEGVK
The depositor's hits bear a star; & = joins results of further samples. Compounds were not picked by outcome. About 3.4% of those tested had a hit in this group.

Compound | TEAD-YAP block | MITF primary | FBW7 act | GPR151 activ
Cc1ccc(-c2nnc(-c3cccc(Br)c3)o2)cc1 | -40 | -2 | 0.0 | -0.2
COc1cc(OC)nc(Oc2ccccc2-c2noc(C)n2)n1 | 0 | 22 | 0.0 | -1.0
C/C(CC(=O)Nc1ccc(F)cc1)=N\NC(=O)c1cccc(I)c1 | -4 | -12 | 0.0 | -0.5
CCC1CCCCN1C(=O)c1sc2nc(-c3cccc([N+](=O)[O-])c3)cn2c1C (configuration not stated) | -21 | -1 | 0.0 | -0.6
Cc1nnc(-c2ccc([N+](=O)[O-])cc2)o1 | 7 | 10 | 0.1 | 0.1
COc1cc(/C=N/Nc2nc(N3CCOCC3)nc(N3CCOCC3)n2)cc(OC)c1O | -1 | 4 | 0.0 | 0.3
CC(C)c1ccc(NC(=O)C2C3C=CC4(O3)C2C(=O)N(CCCN2CCCCC2)C4C(=O)NC2CCCCC2)cc1 (configuration not stated) | -3 | 27 | 0.1 | -0.5
CC(=O)ON1C(=O)C(c2ccccc2)=C(c2ccccc2)C1=O | -3 | 0 | -0.1 | 0.0
CC(C)N1CCc2c(sc(NC(=O)c3ccc(S(=O)(=O)N4CCCC4)cc3)c2C(N)=O)C1 | 4 | 11 | -0.1 | -1.8
COc1ccc(S(=O)(=O)Nc2ccc3c(c2)OCCO3)cc1I | 3 | 16 | 0.3 | 0.2
CCN(CC)c1ccc(/C=N\NC(=O)c2cncc(Br)c2)cc1 | 4 | 12 | -0.1 | -0.7
COc1ccc(S(=O)(=O)N2CCC(C(=O)O)CC2)cc1C(=O)O | -3 | -6 | 0.0 | 0.7
CCCN(CCC)CCCNC(=O)CNC(=O)c1nn(-c2ccc(OC)cc2)c(=O)c2ccccc12 | 7 | 4 | 0.0 | 1.2
COc1ccc(C(=O)c2c(/C=C/N(C)C)oc3ccc(OC)cc23)cc1 | -1 | 4 | 0.2 | 0.2
CCc1n[nH]c(=S)n1/N=C1\C(=O)N(C)c2ccccc21 | 0 | 7 | 0.0 | -0.4
Cc1nnc(SCc2cccc(C(=O)Nc3ccc(I)cc3C)c2)s1 | -31 | 22 | 0.0 | -1.1
CC/S(CC1CC1(Cl)Cl)=N\S(=O)(=O)c1ccc(C)cc1 (configuration not stated) | 5 | 1 | -0.1 | -0.4
CCCc1cc(=O)[nH]c2nnc(SCC(=O)NC)n12 | -2 | -4 | -0.2 | -0.7
COc1ccc(/C=C(\C#N)c2nc(N)c(C#N)c(N)c2C#N)cc1OC | 4 | 10 | -0.1 | -1.3
COc1ccccc1CNC(=O)c1cccc(C)c1C | -1 | 7 | 0.1 | 2.3
O=C(COc1ccc(Cl)cc1)NC(c1ccccc1)c1c(O)ccc2ccccc12 (configuration not stated) | -6 | 1 | -0.3 | 2.9
Cc1c(Cl)cccc1NC(=S)N1CCN(S(C)(=O)=O)CC1 | 0 | -8 | -0.1 | 0.1
NC(=O)c1nc(-c2ccnc3ccccc23)nc2c1[nH]c(=O)n2CCc1ccccc1 | -16 | -4 | 0.0 | -1.1
O=C1c2cccc3cccc(c23)C(=O)N1CCCN(C(=O)C12CC3CC(CC(C3)C1)C2)c1ccc(Oc2ccccc2)cc1 | 4 | 7 | 0.0 | 0.0
COc1ccc(-n2c(C)c(C(C)=O)c3cc(OC(=O)c4ccco4)ccc32)cc1 | 27 | 6 | -0.4 | 0.3
N=C(N)SCCS(=O)(=O)Oc1ccc(Cl)cc1Cl | 4 | -4 | -0.1 | -1.2
COc1ccccc1NC(=O)c1cccn(OCc2ccccc2F)c1=O | 10 | -2 | 0.2 | 1.4
Clc1cccc2nnc(-c3ccc4c(c3)OCO4)n12 | 9 | 9 | -0.1 | -1.3
Cc1ccc(S(=O)(=O)Nc2ccccc2NS(=O)(=O)c2ccc(C)cc2)cc1 | 2 | 6 | 0.1 | 0.0
O=C(Nc1ccccc1)c1cccc(N2CCN(c3ccccn3)CC2)n1 | -15 | -15 | 0.1 | 4.0
CN(CC(=O)N1CCc2ccccc21)Cc1ccccc1 | 0 | -9 | -0.1 | 1.0
Cc1cc2oc3c(c2cc1NS(=O)(=O)c1ccccc1)C(=O)CC(C)(C)C3 | -4 | 4 | -0.1 | -1.8
CC(C)(C)OC(=O)NC(c1ccc(Cl)cc1)c1nc(-c2ccncc2)no1 (configuration not stated) | 7 | 7 | 0.1 | 1.0
CCOC(=O)c1c(N)n(CCc2ccccc2OC)c2nc3ccccc3nc12 | 0 | 6 | -0.2 | 1.6
COc1cccc(CNC(=O)C(Cc2ccccc2)n2cccc2)c1 (configuration not stated) | -3 | -4 | -0.3 | 0.0
Cn1c(=O)[nH]c(=O)c2c1ncn2CCN1CCOCC1 | -12 | -4 | 0.0 | -0.5
Cc1[nH]c(=O)[nH]c(=O)c1S(=O)(=O)N1CCC(C(=O)NCc2ccco2)CC1 | 7 | 24 | 0.0 | 0.6
N#C/C(=C\N1CCOCC1)c1ccccc1 | 1 | 9 | 0.1 | 0.8
CC1=CN2C(=N)/C(=C/c3coc4ccccc4c3=O)C(=O)N=C2S1 | 4 | -7 | 0.0 | -0.7
CCOc1ccc2nc(NS(=O)(=O)c3cc(C(=O)O)ccc3OC)sc2c1 | -14 | -3 | -0.2 | -0.4
O=C(CNC(=S)N(Cc1cccs1)C1CCCC1)NCCc1ccccc1 | -11 | 2 | 0.0 | -0.6
C=CCN(CC=C)C(=O)CCc1nnc(C2(c3ccc(Cl)cc3)CCC2)o1 | -47 | -4 | -0.2 | 1.5
Nc1n[nH]c(-c2ccccc2[N+](=O)[O-])n1 | 7 | 3 | 0.0 | 1.2
Cc1ccccc1Cn1cc(SCC(=O)Nc2ccc3c(c2)OCO3)c2ccccc21 | 0 | 10 | 0.1 | 1.5
O=C(Cc1ccc(Cl)cc1)Nc1ccc2c(c1)C(=O)NC2=O | 0 | 16 | 0.0 | -0.7
Cn1nnc2c(C(N)=O)ncn2c1=O | 5&0 | 6&13&-14 | 0.0&0.3&0.2 | 1.2&-0.6&-1.8
O=C(NCc1ccccc1)c1cc2cc(-c3ccncc3)ccc2[nH]1 | -4 | -10 | -0.1 | -1.3
Cn1cccc1CN1CCN(Cc2ccc(Br)cc2)CC1 | -8 | 45 | 0.0 | 0.8
Oc1ccc(-c2nccnc2NCc2cccnc2)cc1 | 1 | 8 | 0.1 | 0.5
O=[N+]([O-])c1cccc(C=Nc2ccccc2Cl)c1O | -1 | 24 | 0.1 | 0.9
O=c1c2c(-c3ccccc3)csc2ncn1CCOc1ccccc1 | -7 | -5 | -0.3 | 0.8
CCCn1c(CN2CCc3c(nc(N4CCCC4)[nH]c3=O)C2)nc2ccccc21 | 8 | 11 | 0.1 | -0.4
Cc1cccnc1NC(=O)C(CC(C)C)N1Cc2ccccc2C1=O (configuration not stated) | 13 | 5 | 0.8 | -0.3
COc1ccc(C(=O)NCC2Cc3cc(-c4nc(C)cnc4C)ccc3O2)c(OC)c1OC (configuration not stated) | 9 | -2 | -0.2 | 0.0
O=C(NC(=S)Nc1cccc(-c2nc3ccccc3o2)c1)c1ccco1 | 6 | 12 | 0.6 | -0.8
O=C(CN1c2cccc3cccc(c23)S1(=O)=O)NC1CCS(=O)(=O)C1 (configuration not stated) | 1 | 2 | 0.0 | -0.8
O=c1nc(/C=C/c2ccc(N3CCOCC3)cc2)cc(C(F)(F)F)[nH]1 | 0 | 0 | 0.1 | -1.2
COc1ccc(-n2cc3cnnc(-c4ccccc4)c3n2)cc1 | 1 | 1 | 0.1 | -1.0
N#Cc1c(-c2ccccc2O)[nH]c(=S)[nH]c1=O | 0 | 11 | 0.4 | 1.6
COc1ccccc1N(CC(=O)Nc1ccc(F)cc1)S(=O)(=O)c1ccc(C)cc1 | -7 | -4 | -0.2 | -0.4

Already shown: six of the compounds above.
Compound | TEAD-YAP block | MITF primary | FBW7 act | GPR151 activ
O=C(NC(=S)Nc1cccc(-c2nc3ccccc3o2)c1)c1ccco1 | 6 | 12 | 0.6 | -0.8
O=C(CN1c2cccc3cccc(c23)S1(=O)=O)NC1CCS(=O)(=O)C1 (configuration not stated) | 1 | 2 | 0.0 | -0.8
O=c1nc(/C=C/c2ccc(N3CCOCC3)cc2)cc(C(F)(F)F)[nH]1 | 0 | 0 | 0.1 | -1.2
COc1ccc(-n2cc3cnnc(-c4ccccc4)c3n2)cc1 | 1 | 1 | 0.1 | -1.0
N#Cc1c(-c2ccccc2O)[nH]c(=S)[nH]c1=O | 0 | 11 | 0.4 | 1.6
COc1ccccc1N(CC(=O)Nc1ccc(F)cc1)S(=O)(=O)c1ccc(C)cc1 | -7 | -4 | -0.2 | -0.4

The listing continues:
Compound | TEAD-YAP block | MITF primary | FBW7 act | GPR151 activ
CC12CCC(C(=O)NCc3ccccn3)(OC1=O)C2(C)C (configuration not stated) | 10 | 4 | -0.2 | -1.5
O=S(=O)(NCCCN1CCOC(c2ccccc2)C1)c1ccc2ccccc2c1 (configuration not stated) | -7 | 7 | -0.2 | 3.7
COc1ccc(NC(=O)COC(=O)c2ccc([N+](=O)[O-])cc2N)c([N+](=O)[O-])c1 | 2 | 13 | 0.0 | 2.1
O=C(CCS(=O)(=O)Cc1ccccc1)N1CCN(Cc2ccccc2)CC1 | -10 | -4 | 0.2 | 0.7
CCOc1ccc(NC(=O)CCS(=O)(=O)c2cc3c(cc2C)NC(=O)CO3)cc1 | 5 | -1 | -0.2 | 0.6
O=C(CN1C(=O)c2ccccc2C1=O)Nc1ccccc1Oc1ccccc1 | -11 | -4 | -0.1 | -1.0
Cn1cc(CCC(=O)NCC2CC(Cc3ccc(F)cc3)=NO2)cn1 (configuration not stated) | -6 | -10 | 0.2 | 2.3
CC(Nc1ccc(Br)cc1)C(=O)N/N=C/c1ccc(F)cc1 (configuration not stated) | -6 | 2 | 0.2 | 0.0
Fc1ccc(N2CN(Cc3ccco3)CNC2=S)cc1 | 12 | 4 | 0.2 | -0.4
CCOc1cccc(C(Nc2cccc(C)n2)c2ccc3ccc(C)nc3c2O)c1 (configuration not stated) | -2 | 9 | -0.1 | -1.5
Cc1c(NC(=O)Nc2ccccc2F)n(C)c(=O)n1-c1ccccc1 | -9 | -5 | 0.0 | 0.6
O=c1oc2ccccc2nc1CS(=O)(=O)c1ccc(Br)cc1 | -66 | 13 | 0.1 | -0.2
CC1=C(C(=O)OCc2ccccc2)C(c2ccc(Cl)cc2)NC(=O)N1C (configuration not stated) | 5 | 18 | 0.1 | -0.7
O=C(OC1CCCCC1)c1cccc(N2C(=O)C3C4CCC(C4)C3C2=O)c1 (configuration not stated) | 1 | 8 | 0.1 | 2.3
CC1(C2CCN(C(=O)C(=O)c3ccccc3)CC2)NC(=O)N(C2Cc3ccccc3C2)C1=O (configuration not stated) | 1 | -9 | -0.3 | 5.2*
COc1ccc(C2(O)CCN(CC(=O)Nc3ncc(C)s3)CC2)cc1 | 2 | 11 | -0.1 | -0.7
COc1cc(OC)cc(C(=O)N[C@H](C(=O)Nc2ccc(F)c([N+](=O)[O-])c2)C(C)C)c1 | 1 | 6 | 0.1 | 0.8
CCOc1ccc(C2C(C(=O)OC(C)C)=C(C)NC3=C2C(=O)CC(c2ccc(OC)cc2)C3)cc1OC (configuration not stated) | 1 | 2 | 0.2 | -0.4
N#Cc1ccc(/C=N/NC(=S)NC2CCCCC2)cc1 | 3 | 4 | 0.2 | -0.8
CCCC1(C(=O)OC)NC(c2ccco2)C2C(=O)N(C)C(=O)C21 (configuration not stated) | 4 | 5 | -0.2 | -0.1
Cn1c(Nc2ccc(-n3cc(CC(=O)NCCc4ccc(O)cc4)c4ccccc43)nn2)nc2ccccc21 | 6 | 22 | 0.1 | -0.6
N#Cc1c(NCSCc2ccccc2)sc2c1CCCCC2 | 10 | 3 | 0.2 | 2.0
CCN1C(=O)C2ON(c3ccccc3)C(c3cccc(Br)c3)C2C1=O (configuration not stated) | 13 | 14 | 0.3 | -0.3
COc1ccc(NC(=O)/C=C/c2ccco2)cc1OC | -21 | -7 | -0.2 | -0.6
Cc1ccc(/C=C2\NC(=S)N(C)C2=O)cc1 | 10 | 14 | 0.5 | -0.5
CCOc1ccc(N2C(=O)/C(=C\c3ccc(Br)s3)S(=O)(=O)C2c2cccc([N+](=O)[O-])c2)cc1 (configuration not stated) | -1 | 2 | -0.1 | -1.1
Cc1cc(NC(=O)c2cccc(S(=O)(=O)Nc3cc(C)on3)c2)no1 | -3 | 12 | 0.2 | -6.6
O=C(CSc1cccc[n+]1[O-])Nc1cccc2ccccc12 | 16 | 7 | 0.3 | -0.1
C/C(=N\NC(=O)CCn1nnc2ccccc21)c1ccccc1O | 7 | -4 | -0.2 | -1.0
c1ccc(Nc2nc(NCCN3CCOCC3)c3ncn(C4CCCCC4)c3n2)cc1 | 16 | 6 | -0.1 | -0.2
CC(=O)Nc1ccc(Nc2cc(NCCN3CCOCC3)ncn2)cc1 | 6 | 1 | 0.0 | 0.5
COC(=O)c1c(NC(=O)/C=C/C(=O)O)sc2c1CCCC2 | 29 | -48 | -0.1 | -1.2
Cc1ccccc1C1C=C(c2ccc(F)cc2)Nc2nnnn21 (configuration not stated) | 11 | 17 | 0.9 | -0.8
COCCNC(=O)CN(C)S(=O)(=O)c1ccc2c(c1)SCC(=O)N2 | 10 | 5 | 0.1 | 0.2
O=C(NC1CCCC1)c1nnc(Cc2cccc(F)c2)o1 | 7 | 0 | 0.7 | -1.9
C#CC(C)(C)OC(=O)c1ccc(Cl)cc1 | 7 | -1 | 0.0 | 2.2
COCCCNC(=O)CNC(=O)c1nn(-c2ccc(OC)c(Cl)c2)c(=O)c2ccccc12 | 14 | 15 | 0.0 | -0.2
COc1ccc(-c2nnc3n2C(C)(C)Cc2c-3ccc3ccccc23)cc1OC | 10 | 3 | -0.1 | -0.4
COc1ccccc1NC(=O)C1=C(C)Nc2nc(CCCO)nn2C1c1cccs1 (configuration not stated) | -1 | 9 | 0.2 | 3.9
COc1ccc(S(=O)(=O)N2CCC(C(=O)Nc3ccc(NC(C)=O)cc3)CC2)cc1C | -9 | 1 | 0.1 | -0.4
